Source: PubChem BioAssay
N-glyco inh – blocks N-linked glycosylation in D54 reporter cells; D54 ERlucT glycosylation luciferase reporter, 24 h; percent of 100 nM tunicamycin response; AID 588692; reporter increase, % at 12.5 µM; 0.23% of 360,000 active;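 active = mean luciferase reporter signal, scaled so untreated is 0 and the glycosylation-blocking control 100, at or above a set limit in every replicate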;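 note: luciferase carries N-glycosylation sites so blocking glycosylation raises the light; 0% = median of neutral control wells and 100% = median of 100 nM tunicamycin wells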
MC4R ag barr – human MC4R agonism via beta-arrestin; U2OS MC4R beta-arrestin complementation, luminescence; percent of melanotan II response, DMSO zero; activation, % at 8.9 µM; 0.98% of 360,000 active; AID 540308;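 active = activation above a per-plate cutoff, the mean activation of sample wells on that plate plus 3 SD, cut at about 8% in these data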
CaV13 ICDI inh – Disruptors of the CACNA1D IQ motif to Ca2+-dependent inactivation inhibitor domain association, primary screening, Förster resonance energy transfer in intact living … | HEK cells, CFP/YFP FRET ICDI-IQ, plate reader, 10 min; percent FRET-ratio fall versus neutral wells | inhibition, % at 12.3 µM | AID 743397 | 0.098% of 340,000 active;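 active = mean replicate inhibition of at least 30% and at least 1% of replicates passing that level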;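 note: 0% = median of the neutral control wells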
Exocytosis inh – lytic granule exocytosis inhibition; 0.66% of 360,000 active; inhibition, % at 10 µM; AID 651702; TALL-104 LAMP-1 surface exposure, flow cytometry; cells stimulated with thapsigargin and PMA;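 active = inhibition above about 55%, limit read from the data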
ABCB6 inh MLPCN – inhibitors of human ABC transporter ABCB6; K562-ABCB6 porphyrin accumulation, flow cytometry, 1 h; stronger effect = lower value; 0.19% of 360,000 active; Q9NP58; fluorescence ratio to DMSO, % at 10 µM;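 active = fluorescence ratio to DMSO below 75%, the collection mean minus 3 SD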;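 note: signal is porphyrin accumulated inside mitochondria; 100% equals median channel fluorescence of DMSO control wells; lower ratio means ABCB6 inhibition with less porphyrin fluorescence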
Target sequence (Q9NP58 whole entry, looked up): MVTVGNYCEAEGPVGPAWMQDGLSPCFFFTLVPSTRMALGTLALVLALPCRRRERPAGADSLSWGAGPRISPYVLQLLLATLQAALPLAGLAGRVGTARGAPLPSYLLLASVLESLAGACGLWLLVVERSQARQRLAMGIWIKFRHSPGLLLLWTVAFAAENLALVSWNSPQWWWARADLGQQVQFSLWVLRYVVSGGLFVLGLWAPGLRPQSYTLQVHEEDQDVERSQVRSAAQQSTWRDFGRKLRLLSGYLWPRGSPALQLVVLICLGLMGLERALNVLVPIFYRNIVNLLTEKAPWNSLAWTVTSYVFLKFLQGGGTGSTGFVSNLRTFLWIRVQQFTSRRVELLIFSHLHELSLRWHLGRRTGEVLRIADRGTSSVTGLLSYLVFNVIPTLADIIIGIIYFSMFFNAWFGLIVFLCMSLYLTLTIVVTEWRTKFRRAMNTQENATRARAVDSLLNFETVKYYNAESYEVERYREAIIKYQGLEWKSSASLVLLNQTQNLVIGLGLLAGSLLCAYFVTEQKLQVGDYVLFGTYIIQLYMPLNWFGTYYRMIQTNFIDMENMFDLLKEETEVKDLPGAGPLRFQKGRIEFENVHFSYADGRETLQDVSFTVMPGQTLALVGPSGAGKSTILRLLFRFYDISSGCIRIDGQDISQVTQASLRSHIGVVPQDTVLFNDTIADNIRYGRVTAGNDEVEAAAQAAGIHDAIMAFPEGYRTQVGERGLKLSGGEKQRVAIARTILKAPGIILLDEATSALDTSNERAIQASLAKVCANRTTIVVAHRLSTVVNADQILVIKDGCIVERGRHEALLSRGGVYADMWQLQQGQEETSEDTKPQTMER
PDI turbidity – blocks human protein disulfide isomerase activity; P07237; PDI insulin aggregation turbidity, A650, 90 min; inhibition, % at 10 µM; 0.052% of 350,000 active;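 active = mean inhibition across replicates of 30% or more, whatever share of single replicates reach that level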;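 note: absorbance from insulin aggregation driven by PDI reduction with DTT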
HTR2A ag – mouse HTR2A agonism via beta-arrestin recruitment; P35363; CHO-K1 mHTR2A beta-arrestin complementation, luminescence; percent of 30 µM serotonin response; activation, % at 7.6 µM; 0.66% of 360,000 active;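 active = activation above a run cutoff, the mean activation of all tested compounds plus 3 SD, cut at about 14% in these data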;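 note: 0% = plate median of compound wells and 100% = 30 µM serotonin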
ABHD5-PLIN5 inh – inhibitors of human ABHD5-perilipin-5 interaction | Q00G26+Q8WTS1 | Split G. princeps luciferase complementation, luminescence, 4 h | inhibition, % at 4 µM | 0.78% of 360,000 active;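 active = inhibition above the mean inhibition across every tested compound plus 3 SD, cut at about 22% in these data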;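 note: 0% = DMSO only wells and the 100% control is not disclosed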
H9c2 protect – protects H9c2 cardiomyocytes from peroxide injury; H2O2 injury protection, ATPLite, 2 h; protection from H2O2 cell death, % at 20 µM; 0.63% of 360,000 active; AID 588492;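 active = compounds giving at least 50% protection of heart cells from peroxide-induced death in the single-dose screen, raw or plate-pattern-corrected value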;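 note: 0% = DMSO wells with peroxide and 100% = DMSO wells without peroxide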
MC4R antag cAMP – blocks human MC4R cAMP signaling | AID 540295 | inhibition, % at 6.5 µM | 0.48% of 360,000 active | P32245 | MC4R-expressing cells, MTII-stimulated cAMP, LANCE TR-FRET;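 active = inhibition above its plate's cutoff, the mean of tested wells on that plate plus 3 SD, cut at about 29% in these data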;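 note: 0% = Melanotan II alone and 100% = Melanotan II plus saturating MCL0020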
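Assay system: U2OS cells stably expressing human melanocortin 4 receptor (MC4R) / Dosing: 6.5 µM / Timing: compound 30 min, challenge 1 h, detection 1 h / Measured by: Eu-cAMP/anti-cAMP TR-FRET, emission 671 nm / Replicates: singlicate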
* hit, by the source's call; x = not tested or not shown.

1) CC(C)(C)NC(=O)C[C@H]1C[C@H](C(=O)N2CCOCC2)[C@@]2(CCC3CCCC3)c3[nH]c4ccc(Cl)cc4c3CCN2C1=O
2) CCOC(=O)CCC(=O)Nc1ccccc1C(N)=O
3) Cc1cc(F)cc(C)c1Cn1cnc2c(cnn2C(C)(C)C)c1=O
4) CC(=O)N1CCn2c3c(c4cc(C)ccc42)CCCC31 (centres undefined)
5) CCCC(c1nnnn1C(C)(C)CC)N(CCCO)Cc1cc2cc(C)cc(C)c2[nH]c1=O (centres undefined)
6) COc1ccc2c3n(nc2c1)CCN=C3c1cc(Cl)c(N)c(Cl)c1
7) COc1ccc(S(=O)(=O)NCC(=O)N(CC(=O)NCC2CCCO2)c2c(C)cccc2C)cc1 (centres undefined)
8) CCCCNC(=O)C1(C)CCN1C(=O)c1c(F)ccc(C)c1F (centres undefined)
entry no.,1,2,3,4,5,6,7,8
N-glyco inh,-5,-1,-5,3,8,2,1,1
MC4R ag barr,2.3,-1.2,-0.8,-2.3,-1.7,0.6,-0.1,0.0
CaV13 ICDI inh,x,-6,-4,-16,-6,-5,-6,-5
Exocytosis inh,-4,2,4,1,-1,1,10,-12
ABCB6 inh MLPCN,99,92,96,101,99,97,84,101
PDI turbidity,22,0,1,7,-1,2,-15,1
HTR2A ag,4,-5,2,-1,0,0,-4,-2
ABHD5-PLIN5 inh,-8,4,1,-2,11,3,7,-5
H9c2 protect,-12,-3,-6,-2,59*,19,4,5
MC4R antag cAMP,8,9,-2,16,-3,-24,-4,-2

9) O=c1cc(-c2ccccc2)oc2cc(O)ccc12
10) CC[N+](CC)(CCO)CCCN1C(=O)C2CC=C(Cl)CC2C1=O (centres undefined)
11) CCNC(=S)Nc1ccc(C)c(S(=O)(=O)Nc2ccccc2OC)c1
12) COc1ccc2[nH]c(=O)c(CN(CCO)S(=O)(=O)c3ccc(C)cc3)cc2c1
13) O=C(NCCc1c[nH]c2ccccc12)C(=O)NCC(c1ccco1)N1CCN(c2ccccc2F)CC1 (centres undefined)
14) O=C(O)COc1ccc(/C=N/NC(=O)c2ccccc2Br)cc1
15) CN(CCOc1ccc(Cl)c(Cl)c1)Cc1ccccc1
16) CS(=O)(=O)n1nc(C(=O)N2CCOCC2)nc1N
entry no.,9,10,11,12,13,14,15,16
N-glyco inh,0,1,0,1,-6,2,-1,2
MC4R ag barr,-1.7,-0.8,2.1,-2.1,5.5,-2.7,2.1,2.4
CaV13 ICDI inh,x,-8,-3,-4,x,x,-4,-1
Exocytosis inh,-3,5,0,0,-8,0,12,0
ABCB6 inh MLPCN,97,103,99,96,95,101,95,100
PDI turbidity,x,x,-10,-1,-3,5,2,6
HTR2A ag,2,3,0,-1,-1,1,2,6
ABHD5-PLIN5 inh,-4,-5,3,0,-5,0,1,-1
H9c2 protect,-7,x,-12,0,63*,-1,-9,1
MC4R antag cAMP,-3,6,4,1,3,-2,15,16

Eight compounds already listed, sorted by SMILES length, falling:
13) O=C(NCCc1c[nH]c2ccccc12)C(=O)NCC(c1ccco1)N1CCN(c2ccccc2F)CC1 (centres undefined)
7) COc1ccc(S(=O)(=O)NCC(=O)N(CC(=O)NCC2CCCO2)c2c(C)cccc2C)cc1 (centres undefined)
12) COc1ccc2[nH]c(=O)c(CN(CCO)S(=O)(=O)c3ccc(C)cc3)cc2c1
6) COc1ccc2c3n(nc2c1)CCN=C3c1cc(Cl)c(N)c(Cl)c1
10) CC[N+](CC)(CCO)CCCN1C(=O)C2CC=C(Cl)CC2C1=O (centres undefined)
14) O=C(O)COc1ccc(/C=N/NC(=O)c2ccccc2Br)cc1
15) CN(CCOc1ccc(Cl)c(Cl)c1)Cc1ccccc1
9) O=c1cc(-c2ccccc2)oc2cc(O)ccc12
entry no.,13,7,12,6,10,14,15,9
N-glyco inh,-6,1,1,2,1,2,-1,0
MC4R ag barr,5.5,-0.1,-2.1,0.6,-0.8,-2.7,2.1,-1.7
CaV13 ICDI inh,x,-6,-4,-5,-8,x,-4,x
Exocytosis inh,-8,10,0,1,5,0,12,-3
ABCB6 inh MLPCN,95,84,96,97,103,101,95,97
PDI turbidity,-3,-15,-1,2,x,5,2,x
HTR2A ag,-1,-4,-1,0,3,1,2,2
ABHD5-PLIN5 inh,-5,7,0,3,-5,0,1,-4
H9c2 protect,63*,4,0,19,x,-1,-9,-7
MC4R antag cAMP,3,-4,1,-24,6,-2,15,-3

Next section:
17) S=c1nc(C2CC2)n(-c2ccccc2)[nH]1
18) COc1ccc(/C(C)=N/NC(=O)CNC(=O)c2ccco2)cc1
19) OC1(c2ccccc2)c2ccccc2-c2ncccc21 (centres undefined)
20) COc1ccccc1NC(=O)Nc1nnc(Cc2ccc(F)cc2)s1
21) CCN(CC)C(=O)Cn1cc(S(=O)(=O)CC(=O)NCc2ccc(C)cc2)c2ccccc21
22) COc1cccc(NS(=O)(=O)c2cc(C)ccc2OC)c1
23) O=C(c1ccc(S(=O)(=O)N2CCOCC2)cc1)N(c1ccccc1)C1C=CS(=O)(=O)C1 (centres undefined)
24) Cc1[nH]nc2c1C1(CCN(C(=O)OCc3ccccc3)CC1)C(C#N)=C(N)O2
entry no.,17,18,19,20,21,22,23,24
N-glyco inh,1,1,2,-1,0,-2,2,-1
MC4R ag barr,-4.1,-0.6,0.2,13*,-0.8,0.4,-0.6,-1.7
CaV13 ICDI inh,4,-2,9,-2,x,-6,x,x
Exocytosis inh,-1,2,-2,-24,-5,-4,1,5
ABCB6 inh MLPCN,101,101,92,95,95,100,98,117
PDI turbidity,-6,2,-7,-7,1,-5,-4,-31
HTR2A ag,2,0,2,-4,-1,7,6,-1
ABHD5-PLIN5 inh,1,-6,2,-4,-4,0,11,1
H9c2 protect,2,12,0,-4,7,-9,4,-4
MC4R antag cAMP,7,19,21,7,-4,8,-7,3

25) CSCC[C@H](NC(=O)C1CCN(S(=O)(=O)c2ccc(C)cc2C)CC1)c1nc2ccccc2[nH]1
26) CCC(=O)Nc1nnc(Sc2ccc(N(C)C)cc2)s1
27) CC1=C(C(=O)Nc2ccccc2)C(c2ccco2)n2ncnc2N1 (centres undefined)
28) O=C(CSc1nc2ccccc2c2c1CCCC2)N1CCOCC1
29) Cc1cccc(C(=O)Nc2ccc(CC(=O)O)cc2)c1
30) COc1ccc(NC(=O)CN2CCN(CC(=O)Nc3ccccc3Cl)CC2)cc1Cl
31) CN1CCN(c2ccc(NC(=O)c3ccccc3)cc2)CC1
32) CC(C)(C)C(=O)Nc1ccc(C(=O)COC(=O)C2=COCCO2)cc1
entry no.,25,26,27,28,29,30,31,32
N-glyco inh,-1,0,2,-11,-2,-1,-8,0
MC4R ag barr,-1.4,5.5,1.2,0.9,2.1,-1.8,-0.6,-2.5
CaV13 ICDI inh,-3,x,-9,-4,-8,-2,-20,-14
Exocytosis inh,6,4,0,-6,2,2,7,-1
ABCB6 inh MLPCN,98,104,102,96,91,90,99,95
PDI turbidity,0,-1,-14,-12,0,-10,-1,-1
HTR2A ag,-12,-2,7,4,6,0,-5,1
ABHD5-PLIN5 inh,9,-11,5,3,0,3,3,-7
H9c2 protect,2,9,2,-5,0,-3,-3,-3
MC4R antag cAMP,27,-2,10,2,11,10,1,-3

33) Cc1cc(NC(=O)CSCC(=O)N(C)Cc2ccc(Cl)cc2Cl)no1
34) COC(=O)C1=C(C)N(c2ccc(Cl)cc2)/C(=C/c2ccc(O)cc2)C1=O
35) Cc1ccc(F)c(Cn2cnc3c(cnn3C(C)(C)C)c2=O)c1Cl
36) COC(=O)Cn1c(C)c(/C=C/c2cc[n+](C)cc2)c2ccccc21
37) O=C(c1ccco1)N1CCN(c2ncnc3sc4c(c23)CCC4)CC1
38) Cc1cc(C(=O)N2CCCC(C(=O)c3cccc4ccccc34)C2)nc(C)n1 (centres undefined)
39) O=C(CSCc1ccc(Cl)cc1Cl)Nc1ccccc1C(=O)Nc1ccc(C(=O)O)cc1
40) CCc1nc(SCC(=O)c2ccccc2)c2c(=O)n(C)c(=O)n(C)c2n1
entry no.,33,34,35,36,37,38,39,40
N-glyco inh,-2,10,-6,-1,-6,0,1,-3
MC4R ag barr,-3.9,-2.0,0.8,-1.3,-0.1,0.0,1.6,-0.6
CaV13 ICDI inh,-15,-5,-4,-202,-4,-3,-5,-5
Exocytosis inh,4,2,3,-1,0,0,-4,-9
ABCB6 inh MLPCN,97,94,96,97,90,96,121,91
PDI turbidity,-5,10,-7,8,6,10,1,4
HTR2A ag,7,0,-1,1,5,1,4,2
ABHD5-PLIN5 inh,-5,11,1,6,6,4,4,-4
H9c2 protect,0,7,-8,-1,-4,4,3,23
MC4R antag cAMP,8,2,1,-24,0,4,30*,22

41) CCOC(=O)c1c(NC(C)=O)sc2c(OCCN(CC)CC)c(Br)ccc12
42) c1ccc(-c2nc(NC3CCCC3)c3ccccc3n2)cc1
43) CCN(c1ccccc1)S(=O)(=O)c1ccc(Cl)c(NC(=O)CSc2nncs2)c1
44) O=[N+]([O-])c1ccc(-c2nc(Nc3cccc(O)c3)c3ccccc3n2)cc1
45) Cc1cccc(C)c1N(CC(=O)N1CCN(c2ccccc2F)CC1)S(C)(=O)=O
46) CCNc1ccc(S(=O)(=O)N(C)C)cc1NCC(=O)Nc1ccc(F)c(Cl)c1
47) COc1ccc(S(=O)(=O)Nc2ccc(N3CCOCC3)nc2)cc1
48) COc1ccc(OC)c(CN2C(=O)c3ccccc3C2c2nnnn2Cc2ccccc2)c1 (centres undefined)
entry no.,41,42,43,44,45,46,47,48
N-glyco inh,85*,-4,-2,8,0,-2,2,x
MC4R ag barr,-4.2,3.3,-1.0,7.9,-0.8,1.4,-0.6,x
CaV13 ICDI inh,-4,-5,-3,-4,6,-4,-3,-7
Exocytosis inh,9,57*,4,32,-2,16,1,0
ABCB6 inh MLPCN,92,100,98,92,99,103,101,93
PDI turbidity,4,3,6,6,-2,3,-7,x
HTR2A ag,-12,-4,-1,-3,-3,1,-1,-5
ABHD5-PLIN5 inh,6,0,4,0,-1,1,2,3
H9c2 protect,1,-15,-5,-15,3,-25,2,x
MC4R antag cAMP,-5,12,12,6,2,13,11,x

49) O=C(OCC(=O)N1CCN(c2ccccc2)CC1)c1cccc([N+](=O)[O-])c1
50) COCCN(C(=O)COC(=O)Cc1coc2cc(C)ccc12)c1c(N)n(Cc2ccccc2)c(=O)[nH]c1=O
51) Cc1cc(C(=O)OCC(=O)NCc2cccs2)c2ccccc2n1
52) CCc1ccc(S(=O)(=O)NCc2cn3ccsc3n2)s1
53) Cc1c(Br)c([N+](=O)[O-])nn1CC(=O)NC1CCCCCC1
54) CC(=O)/C(N=Nc1cc2c(cc1[N+](=O)[O-])OCCO2)=C(\C)O
entry no.,49,50,51,52,53,54
N-glyco inh,0,0,0,-1,2,0
MC4R ag barr,2.0,-0.8,0.1,-1.8,1.3,-0.4
CaV13 ICDI inh,-3,-7,x,-5,-3,-6
Exocytosis inh,-9,10,-1,6,5,4
ABCB6 inh MLPCN,95,101,85,88,97,109
PDI turbidity,0,-5,-4,7,-5,-6
HTR2A ag,-2,3,3,1,4,3
ABHD5-PLIN5 inh,-9,-7,5,14,-3,-2
H9c2 protect,0,5,0,-8,5,-3
MC4R antag cAMP,-3,3,1,1,-2,7
